Epigenetic reg = Quantitative High-Throughput Screen for Regulators of Epigenetic Control | murine LDR cells, GFP reporter derepression, 30 h | Potency, µM (highest dose often 53.9 µM), without a hit: top-dose GFP activation, most hits filed as activators | 0.2% of 280,000 active | AID 1865, 2009; note: potency is the fitted concentration of half-maximal effect; % of control where 0% means no effect; nearly all actives have a fitted effect of over 60% in size
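Murine LDR cells bearing a silenced CMV-driven GFP reporter were exposed to compound for 30 h at 37 C. After PBS washes, GFP-positive cells (20-120 um objects) counted by laser-scanning microplate cytometry.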
TexasRed fluor = Total Fluorescence Counterscreen for Inhibitors of the Interaction of Thyroid Hormone Receptor and Steroid Receptor Coregulator 2; 0.29% of 280,000 active; Potency, µM (series often up to 106 µM), inactives show at the highest dose fluorescence change, negative = quenching; TRb/SRC2 Texas Red total fluorescence interference; AID 1479, 2009; active = well fitted curve in either direction with a large enough effect; inconclusive = small, poorly fitted or top-dose-only effect; note: potency is the fitted concentration of half-maximal effect; % is set by controls: 0 for no effect and ±100 for the full control effect
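Human TRb ligand-binding domain at 0.6 uM with 20 nM Texas Red SRC2 peptide in Tris buffer containing 1 uM T3 and 5% DMSO, incubated with compound 5 h at ambient temperature. Total fluorescence (555/632 nm) calculated as parallel + 2 × perpendicular.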
Tau fibril FP = qHTS for Inhibitors of Tau Fibril Formation, Fluorescence Polarization; Microtubule-associated protein tau (Homo sapiens), P10636; K18 P301L tau heparin fibrillization, Alexa594 FP, 6 h; Potency, µM (series often up to 57.7 µM), inactives show at the highest dose activity, negative = inhibition, actives largely listed as inhibitors; 0.39% of 280,000 active; note: potency is the fitted concentration of half-maximal effect; % is set by controls: 0 for no effect and ±100 for the full control effect; nearly all actives have a fitted effect of over 55% in size
Target sequence (P10636 561-689 P618L limits assumed): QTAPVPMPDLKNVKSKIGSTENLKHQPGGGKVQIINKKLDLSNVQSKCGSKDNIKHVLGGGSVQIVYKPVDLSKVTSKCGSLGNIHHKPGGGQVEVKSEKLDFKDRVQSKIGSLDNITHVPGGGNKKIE
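Human K18 P301L fragment (15 uM unlabeled plus 0.24 uM Alexa 594-labeled) in 100 mM sodium acetate pH 7 with compound, aggregation induced by 20 uM heparin for 6 hr at 37 C. ThT (30 uM) added for 1 hr, then Alexa 594 FP read.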
GLA spleen mod = qHTS Assay for Inhibitors and Activators of Human alpha-Galactosidase From Spleen Homogenate | Alpha-galactosidase A (Homo sapiens), P06280 | human spleen homogenate, 4MU-alpha-Gal fluorescence, 40 min | 0.008% of 240,000 active | Potency, µM (series often up to 80 µM), inactives show top-dose activity change, negative = inhibition, most hits filed as inhibitors | AID 2107, 2009;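 note: potency is the fitted concentration of half-maximal effect; 0% = enzyme with vehicle and -100% = no enzyme basal signal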
Target sequence (P06280 32-429 limits assumed): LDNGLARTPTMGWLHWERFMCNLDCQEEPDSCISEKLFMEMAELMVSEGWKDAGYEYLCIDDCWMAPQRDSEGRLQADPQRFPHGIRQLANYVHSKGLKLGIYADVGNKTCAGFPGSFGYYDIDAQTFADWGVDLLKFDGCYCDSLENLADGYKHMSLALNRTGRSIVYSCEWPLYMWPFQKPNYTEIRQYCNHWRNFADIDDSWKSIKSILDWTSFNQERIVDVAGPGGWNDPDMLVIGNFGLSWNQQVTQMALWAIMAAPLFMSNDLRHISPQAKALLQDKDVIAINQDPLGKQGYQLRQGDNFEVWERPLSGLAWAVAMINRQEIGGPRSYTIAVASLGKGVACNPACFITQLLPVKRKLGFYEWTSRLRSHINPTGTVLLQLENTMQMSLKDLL
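Human spleen homogenate (1 ug) as enzyme source, 4-methylumbelliferyl-alpha-D-galactopyranoside 1 mM final, citrate/phosphate pH 5.0 with 0.01% Tween-20. Compounds 40 min at 37C, NaOH/glycine stop; fluorescence Ex 365/Em 440, Hill-fit AC50.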
TRb-SRC2 inh = qHTS for Inhibitors of the Interaction of Thyroid Hormone Receptor and Steroid Receptor Coregulator 2. 0.065% of 280,000 active. TRbeta-SRC2 peptide binding, fluorescence polarization; receptor liganded with 1 µM T3. Potency, µM (titrated, usually from 106 µM), for the others: top-dose activity change, negative = inhibition, actives largely listed as inhibitors. Thyroid hormone receptor beta (Homo sapiens), P10828;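 note: potency is the fitted concentration of half-maximal effect; plate controls were bound peptide for no effect and peptide without receptor for full effect; nearly all actives have a fitted effect of over 50% in size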
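Each compound concentration gave % activity, normalized to unbound and bound Texas Red SRC2 controls, from polarization read after 5 hr ambient incubation with T3-loaded human TRb LBD.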
CBFb RUNX1 block = qHTS Assay for Compounds Blocking the Interaction Between CBF-beta and RUNX1 for the Treatment of Acute Myeloid Leukemia. Potency, µM (highest dose often 59.8 µM), for inactives: top-dose activity, negative = inhibition, most hits filed as inhibitors. AlphaScreen CBFb-His/RUNX1-biotin binding, biochemical. 230,000 tested, under 10 active. Runt-related transcription factor 1 (Homo sapiens) + Core-binding factor subunit beta …; note: % of control where 0% means no effect
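Bead-based AlphaScreen assay; binding partners His-tagged CBF-beta and biotinylated RUNX1 at 30 nM each. Compound exposure 15 min after a 20-min protein preincubation; bead step 90 min; all steps at room temperature.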
NPSR antag = qHTS Assay for Antagonists of the Neuropeptide S Receptor: cAMP Signal Transduction. CHO-NPSR cells, cAMP TR-FRET, antagonist mode. Q6W5P4. Potency, µM (top dose mostly 38.3 µM), without a hit: top-dose activity change, negative = inhibition, actives largely listed as inhibitors. 1% of 220,000 active; note: potency is the fitted concentration of half-maximal effect; % is set by controls: 0 for no effect and ±100 for the full control effect; nearly all actives have a fitted effect of over 50% in size; many of its hits are not listed in these tables
Target sequence (Q6W5P4 whole entry, looked up): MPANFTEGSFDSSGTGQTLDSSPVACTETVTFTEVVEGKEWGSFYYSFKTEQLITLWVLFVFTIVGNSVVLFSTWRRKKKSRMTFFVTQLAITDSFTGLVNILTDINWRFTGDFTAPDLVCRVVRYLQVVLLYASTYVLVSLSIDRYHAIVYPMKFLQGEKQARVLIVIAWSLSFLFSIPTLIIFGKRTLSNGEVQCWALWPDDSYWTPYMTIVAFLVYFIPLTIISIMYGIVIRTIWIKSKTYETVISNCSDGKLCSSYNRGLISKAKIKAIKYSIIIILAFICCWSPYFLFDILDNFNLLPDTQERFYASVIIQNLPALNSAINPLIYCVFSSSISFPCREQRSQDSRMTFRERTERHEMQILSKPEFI
Tau fluor counter = Counterscreen qHTS for Inhibitors of Tau Fibril Formation, Fluorescence Polarization; tau K18 P301L Alexa594 fluorescence, heparin fibrillization; Potency, µM (highest dose often 57.7 µM), inactives show top-dose activity change, negative = decrease; 0.93% of 280,000 active; note: potency is the fitted concentration of half-maximal effect; % is set by controls: 0 for no effect and ±100 for the full control effect; nearly all actives have a fitted effect of over 55% in size
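Human tau K18 P301L (15 uM unlabeled, 0.24 uM Alexa 594-labeled) in 100 mM sodium acetate pH 7 with 20 uM heparin, 6 hr at 37 C. ThT 30 uM added, 1 hr ambient; Alexa 594 FP and total fluorescence read at 555/632 nm.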
* = called active by the depositor; ? = inconclusive; . = not tested or not shown; [ ] = dose if it differs, or a comment. Unless noted, calls come from the whole dose curve; as a rule, active = well fitted curve in the direction sought with a large enough effect; inconclusive = small, poorly fitted or top-dose-only effect, or another doubt; inactive = no such curve, though single readings can be large; an effect the other way counts as inactive or inconclusive. These rows are one share of the data (hit frequency here may not be typical).

SMILES	Epigenetic reg	TexasRed fluor	Tau fibril FP	GLA spleen mod	TRb-SRC2 inh	CBFb RUNX1 block	NPSR antag	Tau fluor counter
COc1ccccc1/C=C(/C(=O)OCC(=O)Nc1ccc(N(C)C)cc1)c1ccccc1	0.0%	-3%	5%	5%	3%	.	-12%	?
O=C(COC(=O)Cc1ccc(Cl)cc1)Nc1ccc(OC(F)F)cc1	1.0%	6%	-7%	-1%	-1%	10%	2%	-16%
O=C(NNC(=O)c1cnccc1C(F)(F)F)c1cccc(Cl)c1	3.2%	0%	-1%	3%	7%	-4%	-24%	0%
CCC1=Nc2cc(C(=O)NCCCOC(C)C)ccc2Sc2ccc(C)cc21	2.9%	-2%	-2%	.	-1%	.	.	3%
COc1ccc(CNC(=O)CN(CCC(C)C)S(=O)(=O)c2ccc3c(c2)OCCO3)cc1	0.0%	-1%	8%	-1%	-3%	-1%	-22%	-9%
Cc1ccc(OCc2nnc(NC(=O)OCC(C)C)s2)c(C)c1	-0.9%	-1%	-14%	-1%	-19%	26%	-10%[46.1 µM]	-13%
CN(C(=O)COc1ccc(Cl)cc1Cl)c1nnc(C23CC4CC(CC(C4)C2)C3)s1	3.0%	1%	-19%	-8%	-1%	-4%[2.36 µM]	-11%	-17%
O=C(Cn1cc(SCc2ccccc2)c2ccccc21)N1CCCCC1	2.7%	0%	-4%	.	-8%	.	.	-28%
O=C1c2ccccc2S(=O)(=O)N1CC1CC(c2ccccc2)=NO1 (stereo not given)	-0.7%	-1%	-8%	-7%	1%	5%	-26%[46.1 µM]	-11%
CCOC(=O)C1=C(CN2CCSCC2)NC(=O)NC1c1ccc2c(c1)OCO2 (stereo not given)	-0.4%	3%	7%	2%	-6%	0%	5%	-2%
OCCNCCOc1ccccc1-c1ccccc1	2.9%	-2%	2%	-4%	-4%	1%	-1%[46.1 µM]	-3%
CCN1CCN(CC(O)COc2ccc3c(c2)CCC3)CC1 (stereo not given)	0.1%	0%	7%	4%	1%	8%	18%	7%
Cc1cc2cc(CNC(=O)COc3ccccc3)ccc2n1C	0.8%	-2%	-1%	15%	8%	-4%	-1%	-23%
Cc1ccc(C)c(NC(=O)c2cc(=O)c3cc(C)cc(C)c3o2)c1	4.8%	-4%	-1%	.	4%	.	.	3%
Cc1cc(C)nc(-n2nc(C)c3c(C(F)F)cc(C)nc32)n1	1.5%	1%	-1%	8%	-5%	6%	7%[7.67 µM]	-5%
COc1cc(C(=O)N2CC(C)OC(C)C2)c([N+](=O)[O-])cc1OC (stereo not given)	0.9%	-1%	0%	-19%	-12%	2%	1%[46.1 µM]	-7%
COCCn1c(SCCN2CCOCC2)nc2c1c(=O)[nH]c(=O)n2C	-2.2%	3%	0%	-6%	3%	-1%	1%[46.1 µM]	-4%
CSc1cccc(NC(=O)/C=C/c2ccco2)c1	-2.2%	-2%	-15%	-5%	-5%	-7%	5%	-19%
COc1ccc(C)cc1NC(=O)c1sc2nc(-c3ccc(F)cc3)cn2c1C	2.8%	-1%	-5%	.	0%	.	.	1%
COc1cccc(-c2nc(S(=O)(=O)c3ccccc3)c(N3CCOCC3)o2)c1	0.0%	1%	-1%	-7%	0%	6%	4%[46.1 µM]	-10%
CCOc1ccc(CNC(=O)c2cnc(SC)nc2CC)cc1	0.0%	-2%	1%	.	1%	.	.	9%
Cc1ccc(C(=O)N(Cc2sccc2C)C2CCS(=O)(=O)C2)cc1 (stereo not given)	-1.0%	-59%	-4%	.	-8%	.	.	-9%
Cc1cc(C)n(C(=O)c2ccc(NC(=O)C3CC3)cc2)n1	0.0%	1%	2%	-1%	-1%	9%	-3%[46.1 µM]	2%
COc1ccc(/C=C/C(=O)Nc2ccc(Cl)c(Cl)c2)cc1OC	-0.8%	1%	14µM*	.	-3%	.	.	10µM*[quencher]
CN(CC(=O)Nc1ccc(C#N)cc1)CC(=O)Nc1ccc(N2CCOCC2)cc1	-0.9%	-1%	11%	6%	4%	-2%	-7%[46.1 µM]	-11%

Only Epigenetic reg (2 entries from above):
SMILES,Epigenetic reg
Cc1cc(C)n(C(=O)c2ccc(NC(=O)C3CC3)cc2)n1,0.0%
COc1ccc(/C=C/C(=O)Nc2ccc(Cl)c(Cl)c2)cc1OC,-0.8%

(more compounds)
SMILES	Epigenetic reg	TexasRed fluor	Tau fibril FP	GLA spleen mod	TRb-SRC2 inh	CBFb RUNX1 block	NPSR antag	Tau fluor counter
COc1ccc(CC(=O)O/N=C(\N)Cc2ccc(OC)c(OC)c2)cc1	1.0%	1%[53 µM]	?	2%	-18%[53 µM]	0%	-7%[46.1 µM]	-7%
CCCOC(=O)c1ccc(Oc2cn[nH]c2-c2ccc(OCC)cc2O)cc1	0.4%	-2%	?	8%	6%	3%	?	8.9µM*[quencher]
COc1cc2c(cc1OC)C(Nc1ccccc1)=NC(C)(C)C2	0.0%	-24%	6%	-1%	0%	-3%	13%	1%
CNC(=O)c1nc(C)n(-c2ccc([N+](=O)[O-])cc2)n1	0.8%	-2%	3%	-7%	-1%	-4%	4%	-1%
N#C/C(=C\c1ccc(Oc2ccc(C(F)(F)F)cc2[N+](=O)[O-])cc1)c1nc2ccccc2[nH]1	2.8%	-1%	?	4%	-11%	-7%	-23%[46.1 µM]	?
O=c1[nH]c(CN2CCN(c3ccccn3)CC2)nc2c(Br)cc(Br)cc12	0.0%	-6%	2%	-4%	-4%	9%	0%	-26%
Cc1ccc(NC(=O)C2CCN(S(=O)(=O)c3cccs3)CC2)cc1C	-5.0%	0%	-7%	-12%	1%	6%	-19%[46.1 µM]	-27%
COC(=O)C(C)Sc1ccc2nnc(-c3cccc(F)c3)n2n1 (stereo not given)	0.0%	-4%	6%	6%	-4%	2%	-7%[46.1 µM]	-1%
Cn1cnc(S(=O)(=O)Nc2ccc3c(c2)OCCO3)c1	0.0%	-4%	1%	3%	-2%	5%	9%	3%
Fc1cccc(Cl)c1CSc1ccc(-c2ccco2)nn1	-0.1%	-1%	-4%	-3%	-2%	-1%	-55%	-25%
O=C(Cc1ccccc1[N+](=O)[O-])NCc1ccccc1Cl	-0.9%	-6%	-2%	1%	1%	-2%	-3%[46.1 µM]	-2%
COC(=O)N/N=C(/c1ccccc1)C1CCCCC1	1.4%	0%	1%	4%	2%	-20%	-2%	-1%
CCS(=O)(=O)N1Cc2ccccc2CC1C(=O)Nc1ncc(C)s1 (stereo not given)	-1.5%	-8%	1%	-3%	8%	-16%	-1%	-5%
O=C(NNC1=NCCCCC1)Nc1ccc(Cl)cc1	-0.3%	-3%	11%	3%	-1%	2%	-11%	-4%
CCCc1cc(=O)[nH]c(SCC(=O)c2ccc3c(c2)NC(=O)CO3)n1	0.1%	-3%	0%	-10%	8%	-4%	-15%	-5%
Oc1ccccc1C1=NOC(O)(C(F)F)C1 (stereo not given)	-0.3%	-2%	6%	1%	-5%	0%	5%[46.1 µM]	-1%
O=C(NCc1ccccc1)C1CCCN(c2nc3ccsc3c(=O)s2)C1 (stereo not given)	1.5%	-1%	-2%	8%	-1%	4%	-59%	-9%
Cn1nnnc1NCc1ccc(Cl)c(Cl)c1	1.0%	0%	-5%	-1%	-2%	12%	0%	-9%
Cc1ccc([N+](=O)[O-])c2c1C(N1CCCC1)C(C)(C)O2 (stereo not given)	3.6%	0%	-16%	2%	-7%	-3%	-51%	-14%
CCCNC(=O)COC(=O)c1ccccc1C(=O)N(C)C1CCCCC1	-2.5%	-1%	?	-6%	-2%	-4%	8%	6%
COc1ccc(-n2c(C)cc(C(=O)CSc3nnc(-c4ccoc4C)n3C)c2C)cc1	0.7%	7%	-4%	-5%	1%	-20%	-26%[46.1 µM]	-5%
CCOC(=O)c1cnc2c(-c3cccc(Br)c3)cnn2c1C	-0.9%	-3%	-5%	4%	4%	-10%	-17%[46.1 µM]	-8%
CCOC(=O)N/N=C/C(Cl)=C/c1ccccc1	0.5%	-1%	1%	-4%	0%	6%	-4%	-6%
Cc1ccc(C)c(NS(=O)(=O)c2c(C)nn(C)c2C)c1	-0.1%	-2%	2%	2%	6%	-2%	-8%[46.1 µM]	-5%
N#C/C(=C/Nc1ccccc1)c1ccsc1	-0.7%	3%	15%	2%	-12%	-17%	-20%[46.1 µM]	-22%

The list goes on.
SMILES	Epigenetic reg	TexasRed fluor	Tau fibril FP	GLA spleen mod	TRb-SRC2 inh	CBFb RUNX1 block	NPSR antag	Tau fluor counter
Clc1ccc(Oc2nc3c(Cl)cccc3s2)cc1Cl	1.1%	-1%	-6%	2%	-4%	14%	2%	-2%
CCCc1nn2c(=O)cc(COC(=O)c3ccc(NC(=O)CCc4ccccc4)cc3)nc2s1	-3.4%	-1%	-6%	.	-5%	.	.	1%
O=C(NC1CCCC1)C(c1ccccc1)N(Cc1cccnc1)C(=O)Cc1cccs1 (stereo not given)	0.0%	-2%	-14%	-9%	-2%	5%	-18%	-7%
O=c1nc(C(F)(F)F)nc2ccccn12	0.9%	-3%	8%	2%	7%	8%	20%[46.1 µM]	0%
CCOC(=O)CNC(=O)Nc1cc(C(=O)NCc2ccc(C(C)C)cc2)ccc1N1CCCC1	-3.3%	-2%	5%	.	-2%	.	.	-1%
COc1ccc(-c2noc(=O)n2Cc2cc(C)ccc2C)cc1	-1.1%	0%	-9%[2.34 µM]	0%	0%	3%	-34%	13%
